Assay outcomes deposited in PubChem by Sanford-Burnham Center for Chemical Genomics.
APOBEC3G inh – APOBEC3G (human) deaminase inhibition | recombinant A3G, ssDNA deamination FAM/TAMRA fluorescence | AID 493012 | inhibition, % at 20 µM | Q9HC16 | actives 0.28% (n = 330,000);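 active = inhibition of at least 40% at 20 µM, with no more than 30% in the related APOBEC3A deaminase screen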;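 note: plate controls were DMSO wells with A3G for no effect and wells lacking A3G enzyme for full effect; some compounds called inactive have numbers as strong as hits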
Target sequence (Q9HC16 whole entry, looked up): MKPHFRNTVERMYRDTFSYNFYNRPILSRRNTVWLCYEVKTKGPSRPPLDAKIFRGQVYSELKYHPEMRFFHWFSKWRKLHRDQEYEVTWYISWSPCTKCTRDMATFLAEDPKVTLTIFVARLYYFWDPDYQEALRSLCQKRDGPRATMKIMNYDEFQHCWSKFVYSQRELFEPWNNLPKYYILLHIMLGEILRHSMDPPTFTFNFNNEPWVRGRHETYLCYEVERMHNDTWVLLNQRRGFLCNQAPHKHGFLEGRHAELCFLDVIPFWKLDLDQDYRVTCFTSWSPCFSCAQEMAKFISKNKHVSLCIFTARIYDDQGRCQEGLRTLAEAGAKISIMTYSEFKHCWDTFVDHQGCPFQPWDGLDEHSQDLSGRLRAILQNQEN
APOBEC3A inh – human APOBEC3A DNA deaminase inhibition; recombinant A3A, FAM/TAMRA ssDNA deamination fluorescence; AID 493011; P31941; actives 0.41% (n = 330,000); inhibition, % at 20 µM;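 active = at least 40% inhibition at 20 µM here, with at most 30% in a related deaminase screen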;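 note: plate controls were A3A with DMSO for no effect and wells lacking A3A enzyme for full effect; some results filed as inactive read as strong as hits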
Target sequence (P31941 whole entry, looked up): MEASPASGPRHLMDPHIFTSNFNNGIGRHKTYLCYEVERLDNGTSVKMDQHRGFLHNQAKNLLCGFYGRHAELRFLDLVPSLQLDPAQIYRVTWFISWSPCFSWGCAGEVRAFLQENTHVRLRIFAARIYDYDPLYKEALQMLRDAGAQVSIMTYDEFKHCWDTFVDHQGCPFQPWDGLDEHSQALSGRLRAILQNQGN
MIN6 prolif – induces beta-cell replication in MIN6 cells | proliferation, % at 10 µM | MIN6 cells proliferation, ATPlite luminescence, 48 h; cells starved in 0.2% serum; 100% = growth in 10% serum | actives 0.29% (n = 330,000);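 active = compounds whose signal lies at least 3.5 SD above the mean of all wells on their plate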;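 note: 0% = DMSO-treated cells in low-serum medium and 100% = 10% serum control; some compounds called inactive have numbers as strong as hits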
mIAP block – blocks mouse intestinal alkaline phosphatase; purified mouse IAP, CDP-Star luminescence, 30 min; actives 0.2% (n = 330,000); AID 2806; inhibition, % at 10 µM;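 active = inhibition of at least 40% at 10 µM in the primary screen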;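 note: plate controls were DMSO with enzyme for no effect and no enzyme wells for full effect; values of inactives mirror those of a sister screen read the other way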
SENP1 inh – blocks the human SENP1 SUMO protease catalytic domain | inhibition, % at 10 µM | actives 0.21% (n = 360,000) | recombinant SENP1 catalytic domain, CyPet-SUMO1-YPet FRET cleavage | Q9P0U3;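 active = inhibition at least 30% at 10 µM, raw YFP signal under a set limit, fluorescence ratio 0.5 to 1.5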;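 note: 0% = enzyme with DMSO and 100% = no enzyme wells; some results filed as inactive read as strong as hits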
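Test system: recombinant human SENP1 catalytic domain, His6-tagged / Medium: pH 8 Tris buffer with EDTA, NaCl, BME, BSA, NP40, catalase / Also added: SUMO1 FRET substrate flanked by Cypet and Ypet, 25 nM / Times: 50 min reaction at room temperature / Signal: FRET, CFP and YFP emission / Control set: no-enzyme low control and enzyme-plus-DMSO high control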
NLRP3 yeast inh – blocks the NALP3 inflammasome reconstituted in yeast; Yeast reconstituted NLRP3/ASC/caspase-1, beta-gal luminescence, 24 h; inhibition, % at 10 µM; actives 0.39% (n = 330,000);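 active = inhibition of 50% or more; inactive = inhibition below 50%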;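 note: plate controls were induced DMSO wells for no effect and uninduced yeast grown without galactose for full effect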
mIAP act – increases mouse intestinal alkaline phosphatase activity | muIAP, CDP-Star luminescence, 30 min; hits give high values; 1 = vehicle-only enzyme signal, 0 = enzyme-free wells | activation factor at 10 µM | actives 0.24% (n = 330,000) | AID 2805;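 active = activation factor of at least 2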; note: the source names both 10 and 20 µM as test concentration; values of inactives mirror those of a sister screen read the other way
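Assay system: mouse IAP enzyme / Compound: DMSO-dissolved test compounds / Timing: 30 min, room temperature / Measured by: luminescence from enzymatic CDP-Star hydrolysis / Control set: DMSO-only wells, enzyme-free buffer wells as negative control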
hIAP activ – increases human intestinal alkaline phosphatase activity; P09923; actives 0.16% (n = 330,000); activation factor at 10 µM; AID 2524; purified human IAP, CDP-Star luminescence, 30 min; hits give high values; 1 = vehicle-only enzyme, 0 = enzyme-free background;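 active = activation factor of the enzyme at least 2-fold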; note: the source names both 10 and 20 µM as test concentration; values of inactives mirror those of a sister screen read the other way
Target sequence (P09923 whole entry, looked up): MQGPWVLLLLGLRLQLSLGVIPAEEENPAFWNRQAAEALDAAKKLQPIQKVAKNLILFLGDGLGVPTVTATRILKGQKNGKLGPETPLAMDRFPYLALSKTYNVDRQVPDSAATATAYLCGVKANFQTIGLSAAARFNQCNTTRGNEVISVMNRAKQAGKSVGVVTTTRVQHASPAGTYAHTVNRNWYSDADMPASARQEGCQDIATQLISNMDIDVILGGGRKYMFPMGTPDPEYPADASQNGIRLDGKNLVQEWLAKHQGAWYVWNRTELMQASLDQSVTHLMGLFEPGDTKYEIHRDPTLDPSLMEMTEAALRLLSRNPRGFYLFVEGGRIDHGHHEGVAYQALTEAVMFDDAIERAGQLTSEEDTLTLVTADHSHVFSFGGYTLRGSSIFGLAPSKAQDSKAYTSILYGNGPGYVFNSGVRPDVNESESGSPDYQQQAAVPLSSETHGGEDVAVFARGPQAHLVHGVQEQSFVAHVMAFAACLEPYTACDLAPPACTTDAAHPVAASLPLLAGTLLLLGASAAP
hIAP block – blocks human intestinal alkaline phosphatase. purified IAP, CDP-Star luminescence, 30 min. actives 0.12% (n = 330,000). inhibition, % at 10 µM;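 active = inhibition reaching a set limit with compound at 10 µM in the primary screen, cut at about 35% in these data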;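 note: plate controls were DMSO wells with enzyme for no effect and no-enzyme buffer wells for full effect; values of inactives mirror those of a sister screen read the other way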
Active calls of the source: *; x = not tested or not shown.

Order of results – hIAP activ, APOBEC3A inh, APOBEC3G inh, MIN6 prolif, NLRP3 yeast inh, SENP1 inh, hIAP block, mIAP act, mIAP block
O=[N+]([O-])c1cccc(-c2nnc(CNC3CC3)o2)c1
  0.99, -2, -4, 0, 9, 0, 1, 1, 0
CCOC(=O)N1CCN(C(=O)c2ccc(N(C)S(C)(=O)=O)cc2)CC1
  0.99, -2, -7, -2, -6, 1, 1, 1.1, -12
C=COC(=O)CSc1nc(-c2cccs2)ccc1C#N
  0.98, 1, -3, -2, 21, -23, 2, 0.98, 2
CC(=O)OC1=C(C#N)Cn2ccc3cccc1c32
  1.1, -2, 0, 0, 9, x, -14, 1, 0
Cc1cnc(NC(=O)C2CCC(C(C)(C)C)CC2)s1 (configuration not stated)
  0.85, 2, -3, -3, 2, -2, 15, 0.98, 2
COc1ccccc1NC(=O)C1C2C=CC(C2)C1C(=O)NCc1cccnc1 (configuration not stated)
  1, -6, -5, -3, 15, -1, 0, 0.95, 5
c1ccc2sc(Cc3nnc4n3CCCCC4)nc2c1
  0.82, 0, -2, 1, 16, 3, 18, 0.99, 1
CCOC(=O)c1ccc(N2C=C(C(=O)OC)C(c3ccc(OC)c(O)c3)C(C(=O)OC)=C2)cc1
  1.2, -6, -7, -5, 21, -2, -22, 1.1, -6
Cc1[nH]c(-c2ccc(F)cc2)cc1C(=O)N1CCN(c2ccccc2F)CC1
  1, -1, -10, -1, -14, -22, -4, 1.1, -15
CCc1nnc2n1N=C(c1ccc(-c3cc(Cl)ccc3Cl)o1)CS2
  1, -5, -5, -4, 6, -5, -1, 0.98, 2
COC(=O)c1cc(NC(=S)Nc2cc(Cl)cc(Cl)c2)cc(C(=O)OC)c1
  0.94, -1, -2, -6, 3, 0, 6, 0.94, 6
Nc1nc(NCCO)nc(NC2CCCCC2)c1[N+](=O)[O-]
  0.97, -2, -11, -1, -5, 1, 3, 1.1, -10
O=C(O)Cc1sc(NCCc2ccccc2)nc1-c1ccc(F)cc1
  0.95, -3, 1, 1, 8, -2, 5, 0.94, 6
CCC(=O)N1c2ccccc2-c2nnc(SC)nc2OC1c1ccc(OC)c(OC)c1 (configuration not stated)
  0.92, 2, -3, -1, 7, -2, 8, 1.1, -7
Oc1ccc(N=Nc2n[nH]c(-c3ccc(Cl)cc3)n2)cc1
  1.2, 0, 0, -4, 22, 3, -18, 0.66, 34

Reprinted from the entries so far for reference:
Order of results – hIAP activ, APOBEC3A inh, APOBEC3G inh, MIN6 prolif, NLRP3 yeast inh, SENP1 inh, hIAP block, mIAP act, mIAP block
O=[N+]([O-])c1cccc(-c2nnc(CNC3CC3)o2)c1
  0.99, -2, -4, 0, 9, 0, 1, 1, 0
CCOC(=O)N1CCN(C(=O)c2ccc(N(C)S(C)(=O)=O)cc2)CC1
  0.99, -2, -7, -2, -6, 1, 1, 1.1, -12

New compounds follow:
Order of results – hIAP activ, APOBEC3A inh, APOBEC3G inh, MIN6 prolif, NLRP3 yeast inh, SENP1 inh, hIAP block, mIAP act, mIAP block
O=S(=O)(NCC(c1ccco1)N1CCCCC1)c1ccccc1C(F)(F)F (configuration not stated)
  1.2, -4, -5, 1, 10, -1, -17, 1.2, -16
Cc1ccc(-n2nc3ccc(NC(=O)C(C)C)cc3n2)cc1
  1.1, 0, -7, -3, 20, -4, -6, 0.82, 18
CCOC(=O)c1cn2nc(Oc3ccc(C)cc3)ccc2n1
  0.92, 3, 5, 0, 16, 0, 8, 1, -2
O=C(O)c1ccc(/C=N/Nc2nnnn2-c2ccccc2)cc1
  1, 0, -1, -2, 3, 3, -3, 0.89, 11
O=C(Cn1cc(C(F)(F)F)cc(Cl)c1=O)NCC1COc2ccccc2O1 (configuration not stated)
  1, 2, -3, -4, 11, 1, -2, 1, -5
COc1cc(CC(=O)Nc2sc3c(c2C(N)=O)CCCC3)cc(OC)c1OC
  1, -4, -5, 0, 20, -1, -5, 1.1, -8
Cc1ccc(NC(=O)Cn2c(=O)cnc3ccccc32)cc1S(=O)(=O)N1CCOCC1
  1, 3, -5, 1, 5, -4, 0, 0.96, 4
COc1ccc(CC(=O)O/N=C(\N)c2ccc(OC)cc2)cc1
  1.5, -4, -7, -1, 6, 4, -49, 0.95, 5
C=CCn1c(SCC(=O)NC(=O)c2cccc([N+](=O)[O-])c2)nnc1-c1ccccc1F
  1, -2, -9, 2, 0, 0, -2, 0.96, 3
CN(Cc1cccs1)CC(O)COCc1ccco1 (configuration not stated)
  0.79, -1, -3, -3, 17, 2, 21, 1, -4
CC(C)(CO)NS(=O)(=O)c1ccc2c(c1)C(=O)c1cc(S(=O)(=O)NC(C)(C)CO)ccc1-2
  1, -3, -4, -4, 3, 3, -2, 1, -4
O=C(CCN1CCCCCC1)Nc1ccc2c(c1)OCCO2
  1.2, -4, -5, -4, 27, 0, -17, 1.2, -19
CN(CC(=O)Nc1ccccc1C(=O)NC1CC1)Cc1cccs1
  1.1, -3, -4, -5, -6, 1, -6, 1.1, -7
COCCN1C(=O)N[C@@H](c2ccc(Br)cc2)C(C(=O)OC)=C1C
  1, -1, -5, 2, 5, x, -2, 1, -4
CN(C)CCCNC(=O)c1ccc(Cl)c(S(=O)(=O)N(C)c2ccccc2)c1
  0.97, 0, -9, 6, 14, 1, 3, 0.97, 3

Quoted at random: 2 entries already listed.
Order of results – hIAP activ, APOBEC3A inh, APOBEC3G inh, MIN6 prolif, NLRP3 yeast inh, SENP1 inh, hIAP block, mIAP act, mIAP block
O=C(Cn1cc(C(F)(F)F)cc(Cl)c1=O)NCC1COc2ccccc2O1 (configuration not stated)
  1, 2, -3, -4, 11, 1, -2, 1, -5
CN(C)CCCNC(=O)c1ccc(Cl)c(S(=O)(=O)N(C)c2ccccc2)c1
  0.97, 0, -9, 6, 14, 1, 3, 0.97, 3

Next part.
Order of results – hIAP activ, APOBEC3A inh, APOBEC3G inh, MIN6 prolif, NLRP3 yeast inh, SENP1 inh, hIAP block, mIAP act, mIAP block
CCc1nn2cc(C(=O)c3cc(Cl)ccc3O)cnc2c1-c1ccc(F)cc1
  0.81, 6, -2, 0, -27, -7, 19, 0.94, 6
O=C(COc1ccc(F)cc1)Nc1cc(S(=O)(=O)N2CCCCC2)ccc1N1CCCCC1
  0.9, 8, -8, -4, 14, -14, 10, 1.1, -6
O=C(NCCCN1CCCC1=O)C(=O)Nc1cccc(F)c1
  0.96, 1, -7, 4, 12, 2, 4, 1, -2
Cc1cccc(NC(=O)C2CC(=O)n3ncnc3N2)c1 (configuration not stated)
  1.2, 0, 4, 1, -6, 1, -20, 0.98, 2
COc1ccccc1N(CC(=O)N/N=C/c1c(O)ccc2ccccc12)S(C)(=O)=O
  1.5, 0, -3, -4, 18, -82, -53, 0.82, 18
CCCNS(=O)(=O)c1ccc(OCC(=O)NCc2ccc3c(c2)OCO3)cc1
  1.1, -2, 0, -2, -1, 1, -12, 1.1, -10
COc1ccc(C(=O)N/C(=C\c2ccco2)C(=O)NCc2ccco2)cc1
  0.98, -3, -6, -3, 11, -3, 2, 0.86, 14
O=[N+]([O-])c1ccc(-c2csc(N3CCCCCC3)n2)cc1
  1.1, -6, -7, -3, -7, -3, -11, 0.87, 13
Fc1cccc(Cl)c1CSc1ncn[nH]1
  1, -1, -7, 0, 7, 0, 0, 0.94, 6
CCOc1ccc(C(=O)NCc2ccccn2)cc1
  0.95, 9, 0, 1, -2, 4, 5, 1.1, -15
Cc1ccc(S(=O)(=O)N(C)c2nc3ccccc3n3c(C(C)C)nnc23)cc1
  0.93, -5, -8, 2, -23, -128, 7, 1, 0
O=C(Nc1ccc(S(=O)(=O)N2CCCCC2)cc1)C1CCCN(C(=O)c2ccc(Cl)cc2)C1 (configuration not stated)
  1.2, 4, -2, 0, -1, 0, -15, 1.4, -40
CCc1ccc(NC(=O)CN(C)S(=O)(=O)c2ccc3[nH]c(=O)oc3c2)cc1
  0.83, 1, 5, -1, 1, 3, 17, 0.5, 50*
O=C(CN1CCCCCCC1)N/N=C/c1ccc(F)cc1F
  0.99, 7, -5, 1, 22, 3, 1, 1, 0
Cn1c(CN2CCCC2)nc2cc(NC(=O)C3CCCCC3)ccc21
  1, 1, -4, 0, -4, -18, -2, 0.98, 2
C=CCn1c(C)cc(C(=O)Cn2c(C(C)O)nc3ccccc32)c1C (configuration not stated)
  1.2, -8, -8, -7, 16, 1, -17, 1, -1
NC(N)=N/N=C/c1ccc2cccc(OCc3ccccc3)c2n1
  1.4, 5, -1, -4, 8, -2, -40, 0.87, 13
CCN(C(=O)CCS(=O)(=O)c1cccc2nsnc12)c1cccc(C)c1
  0.85, -2, -10, 0, -5, 2, 15, 0.92, 8
c1ccc(-n2c3ccccc3c3ccccc32)cc1
  1.1, -4, -7, -2, -8, 1, -8, 1.2, -15
CCC(C)(C(=O)Nc1c(C)cccc1C)N(C)C(=O)c1ccc2ccccc2n1 (configuration not stated)
  1, 0, -6, 4, -8, 0, -2, 0.91, 9
CCCCNc1nc2ccccc2[nH]1
  1.1, -1, -2, -1, -1, 0, -14, 0.91, 9
CCOc1ccc(N(CC(=O)Nc2ccc(OC)cc2)S(C)(=O)=O)cc1
  1.2, 2, -1, 0, 14, 0, -23, 1.1, -12
CC(CC(=O)Nc1ccc(Cl)c([N+](=O)[O-])c1)c1ccccc1 (configuration not stated)
  0.99, 2, 5, -3, 10, 1, 0, 0.91, 9
O=c1c2c(-c3ccc(Cl)cc3)csc2nc2n1CCC2
  0.89, -1, -4, 4, 25, 3, 11, 0.93, 8
CCOc1ccc(-n2c(=O)c3c(C)c(C(=O)N(C)C)sc3n(CC(=O)Nc3ccccc3F)c2=O)cc1
  0.9, 3, 0, -4, 10, 1, 10, 1, -2
Cc1c(Cl)cccc1NC(=S)NNS(=O)(=O)c1ccc([N+](=O)[O-])cc1
  1, -2, -7, -1, 14, -1, -1, 0.82, 18
Cc1ccc(-c2nsc(SCC(=O)Nc3ccc4c(c3)OCO4)n2)cc1
  0.93, 0, 0, -1, 30, 2, 7, 1, -2
Cc1cc(C)c(OCCN2CCCC2)c(Cl)c1
  1.1, -6, -11, 0, 20, 1, -8, 0.99, 1
Cc1[nH]c2ccccc2c1/C=N/NC(=O)CNC(=O)c1ccc2c(c1)OCCO2
  0.88, -2, -3, 5, 15, -2, 12, 1.1, -5
O=C(CN1CCN(c2ccc(Cl)cc2)CC1)NCc1ccccc1
  1.1, -1, 5, -2, -2, 4, -10, 1.1, -6
N#CC(Cc1cc2ccccc2n1S(=O)(=O)c1ccccc1)OCc1ccccc1 (configuration not stated)
  x, 0, 2, x, x, -1, x, 0.95, 5
COc1ccc(C(=O)Nc2cc(-c3ccc(C)cc3)no2)cc1
  0.98, -3, -6, -1, 16, 0, 2, 0.95, 5

In the list so far, two contain a COOH group:
Order of results – hIAP activ, APOBEC3A inh, APOBEC3G inh, MIN6 prolif, NLRP3 yeast inh, SENP1 inh, hIAP block, mIAP act, mIAP block
O=C(O)Cc1sc(NCCc2ccccc2)nc1-c1ccc(F)cc1
  0.95, -3, 1, 1, 8, -2, 5, 0.94, 6
O=C(O)c1ccc(/C=N/Nc2nnnn2-c2ccccc2)cc1
  1, 0, -1, -2, 3, 3, -3, 0.89, 11

A portion of the library; rates above refer to the full screens.
